# High-throughput results as filed in PubChem.
# AmpC inh det: Promiscuous and Specific Inhibitors of AmpC Beta-Lactamase (assay with detergent); P00811; purified AmpC, nitrocefin hydrolysis with detergent; Potency, µM (top dose mostly 28.7 µM), inactives show at the top dose activity change, negative = inhibition; 71,000 tested, 0.09% active; AID 584, 2007; active = well fitted curve in the direction sought with a large enough effect
# Target sequence (P00811 whole entry, looked up): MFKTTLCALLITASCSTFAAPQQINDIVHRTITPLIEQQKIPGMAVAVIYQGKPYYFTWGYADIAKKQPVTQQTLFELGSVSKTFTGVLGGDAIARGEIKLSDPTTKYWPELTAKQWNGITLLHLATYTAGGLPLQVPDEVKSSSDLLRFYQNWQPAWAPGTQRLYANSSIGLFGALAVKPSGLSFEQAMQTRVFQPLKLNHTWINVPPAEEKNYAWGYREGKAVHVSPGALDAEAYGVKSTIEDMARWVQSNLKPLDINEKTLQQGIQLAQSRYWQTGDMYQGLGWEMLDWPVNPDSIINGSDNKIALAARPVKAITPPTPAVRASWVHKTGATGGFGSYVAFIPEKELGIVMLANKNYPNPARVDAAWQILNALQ
#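 E. coli AmpC (5.3 nM) in 20 mM phosphate pH 7.0 with 0.01% Triton X-100, preincubated 15 min RT with compound; nitrocefin (2 uL of 800 uM stock) hydrolysis followed by 480 nm absorbance every 20 s over 4 min.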
# Numbers without * were called inactive; & = joins results of further samples; [ ] = dose if it differs, or a comment. % is scaled to controls: 0 for no effect and ±100 for the full control effect; potency is read from the fitted curve at half-maximal effect.
SMILES,AmpC inh det
CC1(C)CC(=O)c2c(Cc3ccccc3)n[nH]c2C1,5%
O=c1cc(CSc2ccccn2)nc(N2CCN(c3ccccc3)CC2)[nH]1,0%
COc1cc(OC)cc(C(=O)N2c3ccc(F)cc3CCC2C)c1 (configuration not stated),-4%
COc1ccc(CNC(=O)Cc2nn(C)c(=O)c3ccccc23)cc1,-2%
COCCNC(=O)C1c2ccccc2C(=O)N(CCOC)C1c1ccc(F)cc1 (configuration not stated),-5%
COc1ccccc1CN1CCCC2(CCN(S(=O)(=O)c3ccccc3)CC2)C1,0%
N#Cc1cccc(-c2nc(Nc3ccccc3)c3ccccc3n2)c1,8%
COC(=O)C1=C(C)N(C)C(=O)NC1c1ccc(C)cc1 (configuration not stated),16%
COc1ccc(CN2C(=O)c3cccnc3C2Nc2ccc(OC)c(Cl)c2)cc1 (configuration not stated),-1%
COc1cc(Br)c(CC(=O)O)cc1OC,6%
Cc1ccc(C)c(NC(=O)CSc2nnc(-c3ccco3)o2)c1,-2%
COc1cc(CNC(=O)CCCCCCC(C)C)ccc1O,-3%&-5%
O=C(CCSc1nnc2scc(-c3ccccc3)n12)NCc1ccc2c(c1)OCO2,5%
COC(=O)[C@H](Cc1ccccc1)NC(=O)N1CCN(Cc2ccccc2)CC1,-1%
Cc1oc(-c2ccc(Cl)cc2)nc1CN1CCC(C(=O)NCc2ccco2)CC1,-5%
CCC(=O)Nc1ccc(C(=O)Nc2ccc3c(c2)OCO3)cc1,-5%
CCC(CC)C(=O)Nc1cc(C)c2c(=O)oc3ccccc3c2n1,10%
Cc1ccc(C(CC(=O)c2ccco2)SCCO)cc1 (configuration not stated),2%
Cc1ccc(S(=O)(=O)NCCOC(=O)Nc2sc(=S)n(C)c2C)cc1,0%
CCN(Cc1ccccc1)c1ccccc1,8%
CNC(=O)COC(=O)c1cc(F)c(F)cc1Cl,-1%
CN(C)/C=N/c1sccc1C(N)=O,7%
COc1ccc(-c2nn(C)c(=O)c3ccccc23)cc1CNS(C)(=O)=O,-1%
NCCC[C@@H](CC(=O)N[C@@H]1CCNC[C@H]1C(=O)N[C@H](CC(=O)N[C@@H](CCC(=O)O)CC(=O)O)Cc1ccccc1)NC(=O)C[C@H](Cc1c[nH]c2ccccc12)NC(=O)[C@@H]1CCCC[C@H]1N,-6%
CCOC(=O)c1nc(C)[nH]c1C(=O)OCC,2%
O=C(Nc1ccc(-n2cnnn2)cc1)C1CCCN1C(=O)NC1CCCCC1 (configuration not stated),1%
Cn1c(=O)c2c(ncn2CC(=O)Nc2ccc(Cl)cc2Cl)n(C)c1=O,-4%
COCCn1c(SCC(=O)c2ccc3c(c2)OCCO3)nnc1-c1ccoc1C,-2%
O=C(NCc1cccs1)C1CCN(S(=O)(=O)c2cccc3nsnc23)CC1,-2%
O=C(Cc1cccs1)NCCn1ccc2ccccc21,8%
COc1ccc(C(=O)Nc2ccc(S(=O)(=O)NC(C)=O)cc2)cc1,0%
CCCCCNC(=O)Cc1ccc(OC)cc1,6%
CC1(C)OC(=O)C(=C2CCCN2)C(=O)O1,-2%
COc1nc2c(C)cccc2cc1-c1noc(-c2ccncc2)n1,-6%
CCOC(=O)CSc1nc2c(c(=O)n(C)c(=O)n2C)n1CCCc1ccccc1,-3%
COCCOC(=O)C1=C(C)NC2=C(C(=O)CC(C)(C)C2)C1c1ccc2c(c1)OCO2 (configuration not stated),-1%
O=C(c1cc(C(F)(F)F)cc(C(F)(F)F)c1)N1CCC2(CC1)CCN(c1ccccn1)CC2,-2%
COc1cc(CN2CCN(c3cccc(Cl)c3)CC2)cc(OC)c1OC,24%
Cc1cccc(OCC(O)Cn2c(NCCCOC(C)C)nc3c2c(=O)[nH]c(=O)n3C)c1 (configuration not stated),-2%
Cc1nc(SCc2cccc(F)c2)[nH]c(=O)c1C#N,-3%
Cc1ccc2nc(-c3ccncc3)cc(C(=O)N3CCC4(CC3)OCCO4)c2c1,-5%
O=c1c2ccccc2nnn1CSc1ccc2c(c1)OCCO2,-4%
COc1ccc(N2C(=O)C3CCCN3C2c2ccccc2Cl)cc1 (configuration not stated),6%
Cc1ccc(-n2c(SCC(=O)OC(C)C)nnc2-c2ccco2)cc1,-3%
CCOC(=O)C1CCN(C(=O)COc2ccc(S(=O)(=O)NC(C)C)cc2)CC1,-4%
C=CCC(CC=C)(C(=O)O)c1ccccc1,-1%
O=C(NCC(c1cccnc1)N1CCN(c2ccccc2)CC1)OCc1ccccc1 (configuration not stated),-4%
COc1ccc(CC(=O)NCc2ccccn2)cc1OC,10%
Cc1cc(N/C(=N\S(=O)(=O)c2ccc(Cl)cc2)c2ccc(F)cc2)no1,-7%
CCOc1cccc(OCCCCN2CCOCC2)c1,-2%
O=C(Nc1nc(-c2cccs2)c(-c2ccccc2)s1)c1ccco1,-7%
Cc1ccc(S(=O)(=O)N(CC(=O)NCc2ccncc2)C2CCCCC2)cc1,-3%
COc1ccc(Oc2ncc3nc(-c4ccc(F)cc4)c(=O)n(C4CC4)c3n2)cc1,16%
Nc1c(NCc2ccccc2)c2ccccc2oc1=O,-1%
CCSc1ccc2nnc(-c3ccc(F)cc3)n2n1,-4%
O=C(Nc1ccc2c(c1)nc1n2CCOC1)c1ccccc1,8%
O=C1NCC(COCc2ccco2)O1 (configuration not stated),-2%
O=C(c1cccc(F)c1)N1CCC2(CC1)CCN(c1ccc(-c3ccccc3)cc1)CC2,0%
O=C(Nc1ccc2c(c1)OCO2)c1cccc(S(=O)(=O)N2CCCC2)c1,-2%
Cc1csc2nc(CNS(=O)(=O)N(C)C)cn12,10%

# Some of the entries above in another layout:
Cc1cccc(OCC(O)Cn2c(NCCCOC(C)C)nc3c2c(=O)[nH]c(=O)n3C)c1 (configuration not stated)
  AmpC inh det: -2%

Cc1nc(SCc2cccc(F)c2)[nH]c(=O)c1C#N
  AmpC inh det: -3%

Cc1ccc2nc(-c3ccncc3)cc(C(=O)N3CCC4(CC3)OCCO4)c2c1
  AmpC inh det: -5%

# Further structures follow.
SMILES,AmpC inh det
O=C(O)CSc1nnc(-c2ccc(S(=O)(=O)N3CCCC3)cc2)n1Cc1ccco1,-2%
O=C(NCc1ccco1)C1CCCN(S(=O)(=O)c2cccc3nonc23)C1 (configuration not stated),1%
O=C(c1cnccn1)N1CCC2(CC1)CN(Cc1ccncc1)C2,1%
C1=C(CN2CCOCC2)COc2c1cccc2OC[C@@H]1CNCCO1,-3%
O=C(CC1SC(=NC2CCCCC2)NC1=O)Nc1ccccc1 (configuration not stated),-1%
CCCOc1ccc(N2C(=O)CC(N3CCOCC3)C2=O)cc1 (configuration not stated),5%
CCOCCn1c(COc2ccccc2)nc2ccccc21,11%
Cc1ccc(C)n1NC(=O)c1cccs1,8%
O=NN(CCCl)C(=O)NCCCl,-4%
O=C(CSc1nc2ccccc2[nH]1)NC(=O)NCc1ccco1,-3%
Cc1ccc(-n2c(Cn3cnc4ccccc43)nnc2SCC(=O)O)cc1,-1%
CCOC(=O)C1=C(C)NC(SCC(N)=O)=C(C#N)C1c1ccncc1 (configuration not stated),-2%
Cn1c2c(c(=O)n(C)c1=O)C(c1ccc(O)cc1)Nc1ccccc1O2 (configuration not stated),-4%
COc1cc(C)c(C)cc1S(=O)(=O)N1CCN(Cc2ccccc2)CC1,0%
CC(=O)Nc1c2c(nn1-c1ccc(C)cc1C)CSC2,-4%
COc1cc(C(c2sc3nc(C)nn3c2O)N2CCN(c3ccccc3)CC2)cc(OC)c1OC (configuration not stated),7%
COC(=O)c1ccc2c(=O)n(CC3CCCO3)c(=S)[nH]c2c1 (configuration not stated),-6%
O=C(O)c1cccc(NC(=O)c2cccc(NC(=O)C3CCCO3)c2)c1 (configuration not stated),-3%
CCOC(=O)CNC(=O)C(Cc1ccccc1)NS(=O)(=O)c1ccc2c(c1)CCC(=O)N2 (configuration not stated),13%
CC(C)C(C(=O)NCc1ccco1)N(C(=O)CNS(=O)(=O)c1ccccc1)C1CCCC1 (configuration not stated),5%
CCCCCc1ccc(CC(=O)O)cc1,-3%
Cc1sc2nc3c(C(=O)N4CCN(c5ncccn5)CC4)cccn3c(=O)c2c1C,0%
Cc1cccc(NC(=O)C2CCCN2C(=O)OCC(C)C)c1 (configuration not stated),-3%
Cc1c(C(=O)N2CCCCCC2)oc2ccccc12,-2%
O=C1CN(C(=O)c2ccccc2)c2ccccc2N1,-1%
CC(CCc1ccccc1)NC(=O)C1CCN(S(=O)(=O)N2CCCCC2)CC1 (configuration not stated),-1%
CCOC(=O)N1CCC(Nc2ncnc3c2cnn3-c2ccc(Cl)cc2)CC1,-3%
COc1ccccc1N(CC(=O)NCc1ccccc1)S(C)(=O)=O,0%
O=C(O)c1ccccc1C(=O)Nc1ccc(S(=O)(=O)Nc2nccs2)cc1,-2%[12.8 µM]
COc1cc(C(=O)N2CCN(S(=O)(=O)c3ccc(C)cc3)CC2)ccc1OCc1c(C)noc1C,-3%
COC(=O)[C@H](CCSC)NC(=O)NCc1ccc(S(N)(=O)=O)cc1,2%
N#CCSc1nnc(-c2ccc(S(=O)(=O)N3CCOCC3)cc2)n1CC1CCCO1 (configuration not stated),-3%
CC(NS(=O)(=O)c1ccccc1)C(c1cccs1)N1CCN(c2ccccc2)CC1 (configuration not stated),1%
CCN(CC(=O)Nc1ccc2c(c1)OCCO2)c1ccc(S(=O)(=O)N2CCOCC2)cn1,-2%
Cc1ccc(CNc2ccc(O)cc2)cc1,-5%
Cc1ccnc(NS(=O)(=O)c2cccs2)c1,-2%
CCOC(=O)Cn1c(=O)oc2cc(S(=O)(=O)NCCCc3ccccc3)ccc21,13%
COc1ccc(C(CC(=O)O)NC(=O)c2cccs2)cc1 (configuration not stated),-3%
CCOC(=O)c1cc(C(=O)c2cc(F)ccc2O)coc1=N,-4%
Cc1nn(Cc2ccc(Cl)c(Cl)c2)c(C)c1NC(=O)c1cc(C2CC2)on1,8%
COCCCN(C(=O)Cn1ncc2c(=O)oc3ccc(C)cc3c21)C(C)c1ccncc1 (configuration not stated),4%
CCOc1ccccc1NC(=O)c1cccc(NC(=O)c2ccco2)c1,-1%
NCCc1ccc(S(=O)(=O)F)cc1,-4%
CC(C)(Oc1ccc(Cl)cc1)C(=O)NCc1ccncc1,-2%
COc1ccc(CN(C2CCCC2)S(=O)(=O)c2ccc(-n3cnnn3)c(OC)c2)cc1OC,10%
O=C1CC(c2ccc(S(=O)(=O)N3CCCCC3)cc2)CN1 (configuration not stated),6%
CC1(C)CC(=O)C(C=NCCO)=C(O)C1,-2%
CCOC(=O)C1CCN(C(=O)c2ccc(NC(=O)C3CCCO3)cc2)CC1 (configuration not stated),-6%
Cc1ccccc1OCC(=O)Nc1ccc(N2CCN(C(=O)C(C)C)CC2)c(Cl)c1,13%
CCCCN(C(=O)c1cc(OC)c(OC)c(OC)c1)C1=CC2CCC(C1)N2C (configuration not stated),11%
O=C(CCS(=O)(=O)c1cccc2nonc12)NC1CCCCCC1,-2%
CCCCn1c(SCC(=O)N2CCCc3ccccc32)nc2c1c(=O)n(C)c(=O)n2C,3%
Cn1c(C(=O)OCC(=O)NCc2ccco2)cc2sccc21,9%
COc1ccccc1CNC(=O)COC(=O)c1cnccn1,9%
COc1ccc(OC)c(C(c2nnnn2CCc2ccccc2)N2CCN(c3ccccc3)CC2)c1 (configuration not stated),4%
CC(C)(C)c1[nH]nc2c1C(c1ccc(OC(=O)c3ccco3)cc1)C(C#N)=C(N)O2 (configuration not stated),-1%
O=C(Nc1c(C(=O)O)[nH]c2ccccc12)NC1CCCCC1,0%
Nc1cc(CN2C(=O)c3ccccc3C2=O)cc(Cl)c1O,-2%
CCC(=O)Nc1cc(C(C)C)c(O)cc1C,-2%
O=C(Cn1[nH]c(=O)c2ccccc2c1=O)OCC(=O)N1CCCc2ccccc21,-2%
# The list goes on:
SMILES,AmpC inh det
CSC1=NCCN1C(=O)c1ccc(Br)o1,4%
CN1CCN(C2=NC3(CCCC3)C(C#N)C(=O)N2)CC1 (configuration not stated),0%
Clc1cccc2sc(N3CCCC3)nc12,-5%
CCN(CC)c1ccc(CC2C(=O)N(C)C(=O)N(C)C2=O)cc1,6%
CCOC(=O)C1=C(C)NC(C)=C(C(=O)OCC)C1C(=O)OCC(=O)N1CCc2ccccc2C1,-1%
CCOc1cc(NC(=O)C2CC2)c(OCC)cc1NC(=O)c1ccccn1,0%
COC(=O)c1c(C)[nH]c(C)c1-c1ccccc1,-1%
Cc1c(C(=O)NC(C)CN2CCCCC2)oc2ccccc12 (configuration not stated),-2%
CCOc1ccc2[nH]c(C)cc(=O)c2c1,14%
COc1ccc(-c2nnc(SCC(=O)c3[nH]c(C)c(C(C)=O)c3C)o2)cc1,-1%

# Molecules listed so far that contain an aryl thioether with sulfur outside any ring, in the order listed:
SMILES,AmpC inh det
O=c1cc(CSc2ccccn2)nc(N2CCN(c3ccccc3)CC2)[nH]1,0%
Cc1ccc(C)c(NC(=O)CSc2nnc(-c3ccco3)o2)c1,-2%
O=C(CCSc1nnc2scc(-c3ccccc3)n12)NCc1ccc2c(c1)OCO2,5%
COCCn1c(SCC(=O)c2ccc3c(c2)OCCO3)nnc1-c1ccoc1C,-2%
CCOC(=O)CSc1nc2c(c(=O)n(C)c(=O)n2C)n1CCCc1ccccc1,-3%
Cc1nc(SCc2cccc(F)c2)[nH]c(=O)c1C#N,-3%
O=c1c2ccccc2nnn1CSc1ccc2c(c1)OCCO2,-4%
Cc1ccc(-n2c(SCC(=O)OC(C)C)nnc2-c2ccco2)cc1,-3%
CCSc1ccc2nnc(-c3ccc(F)cc3)n2n1,-4%
O=C(O)CSc1nnc(-c2ccc(S(=O)(=O)N3CCCC3)cc2)n1Cc1ccco1,-2%
O=C(CSc1nc2ccccc2[nH]1)NC(=O)NCc1ccco1,-3%
Cc1ccc(-n2c(Cn3cnc4ccccc43)nnc2SCC(=O)O)cc1,-1%
N#CCSc1nnc(-c2ccc(S(=O)(=O)N3CCOCC3)cc2)n1CC1CCCO1 (configuration not stated),-3%
CCCCn1c(SCC(=O)N2CCCc3ccccc32)nc2c1c(=O)n(C)c(=O)n2C,3%
COc1ccc(-c2nnc(SCC(=O)c3[nH]c(C)c(C(C)=O)c3C)o2)cc1,-1%

# These rows are one share of the data; the hit share may differ from the screen's.
